Source: PubChem (National Center for Advancing Translational Sciences (NCATS))
RGS4 inhibitor = inhibitors of human regulator of G protein signaling 4 | P49798 | Transcreener GDP fluorescence polarization, RGS4-accelerated GTP hydrolysis | Potency, µM (doses to about 114 µM), without a hit: at the highest dose activity change, negative = inhibition, usual class: inhibitors | 390,000 compounds, 0.039% hits | AID 504845; also: potency is read from the fitted curve at half-maximal effect; % is scaled to controls: 0 for no effect and ±100 for the full control effect; nearly all actives have a fitted effect of over 75% in size; some results filed as inactive show a strong effect at the top dose
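MLSMR compounds (23 nl, pin-transferred) preincubated 10 min at room temperature with a 500nM (2x) first reagent, then RGS4 at 900nM (2x) plus Transcreener GDP mix added; fluorescence polarization (620/688 nm) read before and after 90 min at 30 °C.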
Vif-A3G inh = blocks the Vif interaction with human APOBEC3G; Q9HC16; HeLa A3G-eYFP + Vif (tagged APOBEC3G with the HIV-1 protein that degrades it), YFP fluorescence, overnight; Potency, µM (top dose mostly 46.1 µM), without a hit: top-dose activity, negative = active, hits mostly inhibitors; 410,000 compounds, 0.076% hits;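 also: potency is read from the fitted curve at half-maximal effect; % is scaled to controls: 0 for no effect and ±100 for the full control effect; nearly all actives have a fitted effect of over 60% in size; hits raise eYFP signal because A3G escapes Vif-driven loss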
Target sequence (Q9HC16 whole entry, looked up): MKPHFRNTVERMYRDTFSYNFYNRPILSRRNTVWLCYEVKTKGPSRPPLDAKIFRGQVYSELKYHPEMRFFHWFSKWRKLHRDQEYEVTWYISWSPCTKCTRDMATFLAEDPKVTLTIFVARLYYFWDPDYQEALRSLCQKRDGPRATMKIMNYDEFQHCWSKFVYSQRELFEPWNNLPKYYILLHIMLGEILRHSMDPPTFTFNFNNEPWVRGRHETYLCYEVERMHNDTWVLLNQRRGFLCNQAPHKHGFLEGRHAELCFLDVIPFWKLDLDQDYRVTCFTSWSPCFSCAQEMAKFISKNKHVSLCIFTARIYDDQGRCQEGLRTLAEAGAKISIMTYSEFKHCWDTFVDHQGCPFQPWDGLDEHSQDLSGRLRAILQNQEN
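Read-out is eYFP fluorescence (Ex 488/Em 500-530) from Vif-expressing HeLa A3G-eYFP cells; more signal means A3G escaped Vif-mediated degradation. Cells plated overnight, compound pinned in, incubated overnight at 37 deg C.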
D2 antagonist = antagonizes the human D2 dopamine receptor. P14416. HEK293 TREx D2 cells, calcium flux, dopamine EC80. inhibition, % at 10 µM. 340,000 compounds, 2% hits. AID 485344; in the data active = inhibition above about 30%; also: 0% is about no effect
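Cells plated overnight at 30 C with tetracycline; no-wash calcium dye, 30–90 min RT; 10 s baseline; compound pinned; 180 s read; EC80 dopamine added; another 180 s read.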
D2 ag = agonists of human D2 dopamine receptor | P14416 | HEK293 T-REx D2 cells, calcium flux agonist mode | activation, % at 2 µM | 340,000 compounds, 0.53% hits;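 active = activation over 3 SD above normal in the single-dose calcium agonist read, cut at about 30% in these data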; also: 0% is about no effect
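In this primary screen, compounds producing a positive calcium signal within 180 s of addition to tetracycline-induced, force-coupled HEK293 Trex D2 cells are flagged; cells are dye-loaded with a no-wash calcium kit beforehand.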
ALOX12 inh = blocks human arachidonate 12S-lipoxygenase. 580,000 compounds, 1.1% hits. P18054. Potency, µM (titrated, usually from 108 µM), without a hit: at the highest dose activity change, negative = inhibition, hits mostly inhibitors. purified 12hLO, xylenol orange hydroperoxide absorbance; also: potency is read from the fitted curve at half-maximal effect; % is scaled to controls: 0 for no effect and ±100 for the full control effect
Target sequence (P18054 whole entry, looked up): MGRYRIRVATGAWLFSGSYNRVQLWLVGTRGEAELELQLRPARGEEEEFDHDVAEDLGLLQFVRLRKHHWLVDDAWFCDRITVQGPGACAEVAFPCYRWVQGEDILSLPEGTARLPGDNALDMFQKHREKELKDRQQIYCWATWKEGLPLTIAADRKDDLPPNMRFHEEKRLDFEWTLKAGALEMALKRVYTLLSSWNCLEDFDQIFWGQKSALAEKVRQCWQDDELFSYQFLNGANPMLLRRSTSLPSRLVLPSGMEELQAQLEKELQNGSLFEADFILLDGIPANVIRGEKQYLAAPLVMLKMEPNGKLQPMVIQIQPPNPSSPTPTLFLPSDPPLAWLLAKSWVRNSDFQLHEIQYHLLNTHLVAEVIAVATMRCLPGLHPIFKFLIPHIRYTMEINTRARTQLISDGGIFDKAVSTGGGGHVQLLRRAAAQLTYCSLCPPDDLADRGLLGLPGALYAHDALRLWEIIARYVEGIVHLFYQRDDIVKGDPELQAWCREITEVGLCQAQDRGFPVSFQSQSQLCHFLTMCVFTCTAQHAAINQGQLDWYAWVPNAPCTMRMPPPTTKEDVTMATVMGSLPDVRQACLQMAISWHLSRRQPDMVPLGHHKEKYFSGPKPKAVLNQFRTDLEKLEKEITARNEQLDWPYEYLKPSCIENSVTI
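Purified human 12hLO (150 nM final) in 25 mM Hepes, 0.01% Triton X-100, pH 7.0 was preincubated 15 min at room temperature with compound. Then 40 uM arachidonic acid was added, 30 min. Hydroperoxide was read by Fe-XO absorbance ratio 573/405 nm.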
ERG Ets-DNA blk = inhibitors of human ERG Ets domain-DNA interaction; AID 624246; P11308; Potency, µM (titrated, usually from 76.9 µM), for inactives: top-dose FP activity, negative = inhibition, usual class: inhibitors; 370,000 compounds, 0.028% hits; fluorescence polarization, His-ERG Ets domain / labelled DNA; active = well fitted inhibition curve with a large enough effect in the polarisation, with a control signal flat; inconclusive = small, poorly fitted or top-dose-only effect, or effect the other way, or a change in a side signal; inactive = no such curve, though single readings can be large or run the other way; the % refers to the polarisation;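 also: polarization taken with two DNA probes labelled with fluorescein and Texas red; potency is read from the fitted curve at half-maximal effect; % of control where 0% means no effect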
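His-tagged ERG Ets domain (1 uM in the protein solution; 300mM KCl, 50mM Tris-HCl, 1mM EDTA, 1mM DTT, pH 7.5) received compound, then a probe mix of 5 nM fluorescein-DNA and 100nM Texas-615-DNA. Fluorescence polarization was read for both dyes.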
Glioma ERSR ind = induces the endoplasmic reticulum stress response in human glioma cells | U87-MG GRP78 promoter luciferase reporter, 16 h | Potency, µM, for inactives: at the top dose activation, usual class: activators | 420,000 compounds, 0.02% hits; also: potency is read from the fitted curve at half-maximal effect; series mostly up to about 76 µM; % of control where 0% means no effect; nearly all actives have a fitted effect of over 35% in size
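ERSR induction read as luciferase luminescence (Bright-Glo, 10 min at room temperature) in stably transfected human U87-MG glioma cells exposed to compounds for 16 h, using GRP78 as sensor.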
LDHA inh = LDHA (human) enzyme inhibition; 480,000 compounds, 0.15% hits; purified LDHA, NADH/diaphorase-resazurin fluorescence; hits give low values; activity change, % (values are at about 110 or 230 µM); AID 1347041; in the data active = activity change below about -30%; inconclusive = mostly about -25% to -30%;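 also: plate controls were DMSO wells for no effect and wells without enzyme for full effect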
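Enzyme activity of human lactate dehydrogenase 5 (2 nM; 0.06 mM NADH, 0.2 mM pyruvate, 5 min, RT) is measured via a resazurin/diaphorase fluorescence readout of residual NADH.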
Vif-APOBEC3F blk = blocks the Vif interaction with APOBEC3F. HeLa A3F-eYFP + Vif (tagged APOBEC3F with the HIV-1 protein that degrades it), YFP fluorescence increase. Potency, µM (doses to about 46.1 µM), for inactives: top-dose activity, negative = active. 390,000 compounds, 0.2% hits. AID 602313; also: potency is read from the fitted curve at half-maximal effect; % of control where 0% means no effect; nearly all actives have a fitted effect of over 65% in size
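HeLa cells stably expressing Vif plus C-terminally eYFP-tagged A3F were seeded, incubated overnight at 37 deg C, dosed with compound, incubated overnight again at 37 deg C. Yellow fluorescence (Ex 488/Em 500-530) reported blocked Vif-mediated A3F-eYFP degradation.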
An asterisk follows results filed as active; u = inconclusive; x = no result given; [ ] = another dose, or the depositor's remark. Unless noted, calls follow the shape of the dose curve; as a rule, active = well fitted curve in the direction sought with a large enough effect; inconclusive = small, poorly fitted or top-dose-only effect, or another doubt; inactive = no such curve, though single readings can be large; an effect the other way counts as inactive or inconclusive.

SMILES	RGS4 inhibitor	Vif-A3G inh	D2 antagonist	D2 ag	ALOX12 inh	ERG Ets-DNA blk	Glioma ERSR ind	LDHA inh	Vif-APOBEC3F blk
Cc1ccccc1NS(=O)(=O)c1ccc2[nH]cc(C(=O)N3CCCCC3)c(=O)c2c1	5%	4%	x	-0.2	2%	0%	-2%	-5	7%
CC(=O)NCCNC(=O)c1ccc2c(c1)S(=O)(=O)c1ccccc1C2=O	10%	-5%	-3	10	u	1%	-4%	-3	2%
Cc1ccc2c(c1)c1c(c(=O)n(-c3ccccc3)c(=O)n1CC(=O)NCCC1=CCCCC1)n2C	-2%	-3%	x	0.3	u	-1%	-2%	-9	0%
CCOc1ccccc1NC(=O)CSc1nnc2ccc(-c3ccccn3)nn12	-14%	-3%	-3	0.0	-16%	2%	-5%	-4	u
CCOCCCn1c(C)nc2c(c1=O)c1nc3ccccc3nc1n2-c1ccc2c(c1)OCCO2	7%	-3%	-13	0.6	x	-2%	-3%	-3	-2%
COc1ccc2c(c1)cc(C(=O)N/N=C/c1c(O)c(C(=O)O)cc3ccccc13)n2C	-12%	-4%	6	8.5	u	18%	-2%	-1	-17%
O=C(Nc1cccc(Cl)c1)c1ccncc1	-24%	-1%	5	-0.4	-14%	-3%	1%	-2	9%
CC(C)(C)n1nnnc1C(c1ccccc1F)N1CCN(C(=O)c2ccco2)CC1 (configuration not stated)	-3%	-2%	3	-0.5	-13%	-7%	-4%	-6	-19%
COc1cccc(NC(=O)CN2C(=O)C3(OCCCO3)c3ccccc32)c1	-25%	-3%	1	0.3	11%	-8%	0%	-10	2%
Cc1nnc(NC(=O)C2CC(=O)N(C(C)c3ccccc3)C2)s1 (configuration not stated)	52%	0%	x	x	0%	3%	-1%	-5	8%
COc1cccc(C#CC2=CC(=O)CC(C)(C)C2)c1	x	u	x	x	-22%	x	6%	3	10%
Cc1[nH]c(=S)[nH]c(=O)c1CCC1OCCO1	18%	0%	-2	-1.1	-4%	-24%	-2%	-7	-15%
N#CC1(NC(=O)COC(=O)c2cc(O)c3ccccc3c2O)CCCCC1	-33%	u	-9	-0.3	x	-6%	11%	27	4%
CCn1nc(C)c(CN2CCC(n3nccc3NC(=O)c3ccccc3OC)CC2)c1C	3%	1%	-5	-0.2	297%[activator]	-7%	-3%	0	0%
COc1ccc(NC(=O)c2cc(S(=O)(=O)N3CCOCC3)cn2C)c(OC)c1	-8%	1%	41*	0.8	23%	-12%	-4%	-7	4%
O=C(NC(=O)c1ccc(F)cc1)Nc1nc(-c2cccs2)cc(C(F)(F)F)n1	-8%	-4%	-13	-1.3	3%	0%	-3%	-12	-16%
CC(C)CCNC(=O)c1ccc2c(Cl)c3c(nc2c1)CCC3	-19%	0%	-21	-1.4	17%	-2%	-9%	1	u
OC1C[N+]2(CCCCC2)C1	-7%	3%	1	0.9	-16%	5%	-4%	-9	0%
Cc1ccc(C(=O)Nc2ccc(NC(=O)c3ccc(C)o3)cc2)o1	4%	-4%	x	x	15%	-8%	-1%	-6	2%
COc1ccc(C=C2CS(=O)(=O)CC(=Cc3ccc(OC)cc3)C2=O)cc1	x	u	x	x	u	x	-13%	-6	3%
Cc1cc(C)cc(CSc2ccc(S(=O)(=O)N3CCCC3)cn2)c1	11%	1%	0	1.0	10%	-8%	-5%	0	-3%
Cc1cc(=O)oc2c(CN(C)Cc3ccccc3)c(O)ccc12	-4%	7%	-12	-2.8	-23%	-19%	-2%	1	0%
COc1ccc(-c2cc(C(=O)Nc3cc(Cl)ccc3O)no2)cc1	10%	-7%	-12	-0.2	-4%	5%	20%	-4	-1%
Cc1ccc(-c2noc(-c3ccccc3NC(=O)C3CC(=O)N(c4cccc(C)c4)C3)n2)cc1 (configuration not stated)	23%	11%	x	-1.5	-20%	4%	-2%	-6	-10%
CCc1ccccc1NC(=O)c1cccc(N2C(=O)C3C4CCC(C4)C3C2=O)c1 (configuration not stated)	0%	0%	x	x	-4%	-9%	-3%	-2	6%
COc1ccccc1NS(=O)(=O)c1cc(NC(=O)c2cccs2)ccc1N1CCCCC1	9%	0%	x	x	-5%	6%	-4%	0	-20%
Cc1cc(Oc2ccc(N)cn2)ccc1Cl	-7%	-4%	-7	-0.5	156%[activator]	-2%	2%	3	-6%
Cc1c(CC(=O)NCCCCCC(=O)O)c(=O)oc2cc3occ(-c4ccccc4)c3cc12	-47%[56.9 µM]	-14%	-3	5.7	0%	2%	4%	-10	15%
CCSc1nnc2n1C(C)(C)Cc1ccccc1-2	4%	1%	13	-0.6	0%[57.4 µM]	5%	-2%	-2	-1%
Cc1ccc(NC(=O)CSc2nnc(-c3cccnc3)n2CCN2CCCCC2)cc1	0%	1%	-6	-0.1	-17%	4%	-5%	-9	-5%
CSc1nc2nc3c(c(=O)n2[nH]1)CN(Cc1ccccc1)CC3	7%	-6%	x	x	34%[activator]	2%	2%	-2	0%
CC1CCN(C(=O)CNC(=O)c2ccc(Cl)cc2Cl)CC1	7%	0%	0	0.2	26%	3%	4%	0	-3%
CCOc1ccc(-c2c(C)nn3c(C)c(C(=O)NCCc4ccccc4)cnc23)cc1OCC	-18%	x	x	1.5	-18%	0%	x	1	x
Cc1ccc(CNC(=O)Cn2cnc3c(NCc4ccccc4)ncnc32)o1	-3%	-27%	x	x	1%	12%	-3%	-8	-2%
Cc1ccc(-n2nnnc2CNC(=O)C(C)(C)C)cc1C	-23%	0%	x	1.5	-19%	0%	-3%	-1	-2%
CCOc1ccccc1CNC(=O)c1ccc2c(c1)nc1n2CCCCC1	-1%	-8%	x	x	-22%	-1%	-3%	-4	2%
COc1ccc(Oc2nnc(-c3ccc(C)cc3)c3ccccc23)cc1	15%	2%	x	x	18%	x	-3%	-5	9%
Cc1cccc(C(=O)NC2CCN(S(=O)(=O)c3ccccc3F)CC2)c1	-16%	1%	3	-1.2	-6%	12%	-3%	-2	-5%
COc1cc(C(=O)Nc2nnc(CC(C)C)s2)c([N+](=O)[O-])cc1OC	6%	-1%	0	-0.1	-12%	-16%	-2%	-4	3%
CCC(=O)N1CCc2cc(S(=O)(=O)NC(CC(C)C)C(=O)NCCc3ccccc3)ccc21 (configuration not stated)	23%	4%	x	0.2	0%	3%	-5%	-22	0%
Cc1ccc(/C=C/C(=O)NC2=NCCS2)cc1	8%	2%	15	0.4	-8%	9%	-9%	1	6%
CCCCn1c(N)c(N(CC(C)C)C(=O)CCCSc2nncs2)c(=O)[nH]c1=O	-13%	0%	7	-2.5	-11%	5%	-5%	-1	-10%
CCC1CCCCN1C(=O)CSc1nc2c([nH]c3ccccc32)c(=O)n1C (configuration not stated)	-4%	0%	8	13	15%	0%	-1%	-2	-4%
O=C(C1CCC1)N1CCCc2cc(S(=O)(=O)N3CCN(c4cccc(Cl)c4)CC3)ccc21	-8%	-1%	x	0.7	7%	0%	-1%	2	-7%
COc1cc(C2C(C(=O)c3sc(C)nc3C)=C(O)C(=O)N2CCN(C)C)cc(OC)c1OC (configuration not stated)	-3%	1%	-6	0.6	4%	-5%	-2%	-5	3%
COc1ccccc1C(c1nnnn1CC1CCCO1)N1CCN(c2ccccc2)CC1 (configuration not stated)	-1%	0%	12	-0.6	-20%	4%	-2%	1	5%
CN(C)NC(=O)c1cccc(Cl)c1	18%	0%	5	0.8	u	-3%	-5%	-7	-6%
COc1ccc(CN2CCNC(=O)C2CC(=O)NCCCC2CCCC2)c(F)c1 (configuration not stated)	-43%	-2%	-3	0.5	8%	1%	-2%	2	13%
O=C(/C(=N\O)n1cncn1)c1ccc(Cl)cc1Cl	-23%	3%	2	0.3	-13%	-11%	-3%	1	-2%
Cc1ccc([N+](=O)[O-])cc1N/C=C1\CCc2ccccc2C1=O	13%	-5%	-16	0.0	19%	0%	-2%	6	x
CC(=O)N1CC2(CC(c3ccccc3F)=NO2)CN1c1ccc(Cl)cc1 (configuration not stated)	x	0%	x	x	u	x	-5%	-14	-1%
CC(=O)OC1C(=O)N(Cc2ccccc2)C1c1ccc(C)cc1 (configuration not stated)	-29%[56.9 µM]	-11%	x	x	83%[activator]	-5%	-3%	-5	-31%
CCOc1cc(NC(=O)c2ccccn2)c(OCC)cc1NC(=O)CC(C)C	5%[11.4 µM]	-3%	-6	-0.8	-18%	1%	1%	0	0%
COc1cc(CNCCSc2nnnn2C)cc(Br)c1OCc1ccc(F)cc1	4%	-16%	-28	0.4	1%	-8%	-3%	-6	-7%
CC1(C(=O)NCc2ccncc2)Cc2c(-c3cccc(C(F)(F)F)c3)ccnc2O1 (configuration not stated)	x	-9%	x	x	-12%	x	-2%	-4	x
CCN(CC(=O)NCc1cccs1)C(=O)c1ccc(S(=O)(=O)Nc2ccccc2F)cc1	15%	-1%	-3	0.3	-7%	-7%	-3%	-3	2%
O=C(NC1CCCC1)C(c1ccccc1)N(Cc1ccco1)C(=O)Cc1cccs1 (configuration not stated)	7%	-3%	-13	1.6	49%[activator]	1%	0%	-4	x
CN1C(=O)c2ccccc2Cc2c(NCc3ccccc3)ncnc21	x	-9%	x	x	-12%	x	-4%	0	7%
CCOC(=O)c1cc(C(=O)OCC)c2cccc(C)n2c1=O	-14%[11.4 µM]	0%	8	1.0	0%	1%	-7%	2	-6%

Not all compounds are listed; count on the stated rates, not on these rows.
